Bioassay records as filed in PubChem BioAssay.
TDP1 cell CPT = growth inhibition of DT40 Tdp1-/-;hTDP1 cells with camptothecin (screen for TDP1 inhibitors); 420,000 compounds, 12% hits; Potency, µM (top dose mostly 46.2 µM), without a hit: top-dose activity change, negative = growth inhibition, most hits filed as inhibitors; chicken DT40 Tdp1-/-;hTDP1 cells + 20 nM CPT, ATP luminescence, 48 h; active = well fitted inhibition curve with a large enough effect; inconclusive = small, poorly fitted or top-dose-only effect; note: nearly all actives have a fitted effect of over 55% in size
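Chicken DT40 Tdp1-/- cells complemented with human TDP1, 400 cells/well, exposed to compounds plus 20 nM camptothecin for at least 48 h at 37 C; viability read as ATP content by CellTiter-Glo luminescence.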
Active calls of the source: *; u = inconclusive; [ ] = dose if it differs, or a comment. % is set by controls: 0 for no effect and ±100 for the full control effect; potency is the fitted concentration of half-maximal effect. A portion of the library; the hit share may differ from the screen's.

SMILES | TDP1 cell CPT
Fc1cccc(Cc2c(-c3ccco3)nc3ccc(Br)cn23)c1 | 16.4µM*
O=P(c1ccccc1)(c1ccccc1)C(O)c1cccs1 (stereo not given) | -12.8%
COc1ccc(CCNC(=O)Nc2nc(C(N)CCc3ccccc3)cs2)cc1OC (stereo not given) | u
COc1cc(C)ccc1S(=O)(=O)NC(=O)C1(C)CCN1C(=O)c1ccc(C2CCCCC2)cc1 (stereo not given) | -22.9%
Cc1cncc(N2CCN(c3ccccn3)CC2)n1 | -10.5%
CCn1c(-c2ccccc2F)nc2cc(NC(C)=O)cc(C(=O)N(C)Cc3ccccn3)c21 | 3.8%[9.04 µM]
COc1cccc(Nc2nc(C(N)CCc3ccccc3)cs2)n1 (stereo not given) | 18.4µM*
CCN(CC)C(=O)C1=C(C)N(CCCN2CCCC2=O)C(=O)C(CC(=O)NCCCN(C)C)C1 (stereo not given) | -6.7%

Reprinted at random: 3 entries already listed, in no set order.
SMILES | TDP1 cell CPT
COc1ccc(CCNC(=O)Nc2nc(C(N)CCc3ccccc3)cs2)cc1OC (stereo not given) | u
Cc1cncc(N2CCN(c3ccccn3)CC2)n1 | -10.5%
COc1cc(C)ccc1S(=O)(=O)NC(=O)C1(C)CCN1C(=O)c1ccc(C2CCCCC2)cc1 (stereo not given) | -22.9%

Continuation:
SMILES | TDP1 cell CPT
CCC(C(=O)NC1CCCC1)n1c(-c2ccnc3ccccc23)nc2ccccc21 (stereo not given) | u
CC1(C(=O)NS(=O)(=O)c2ccc(C#N)cc2)CCN1C(=O)C1(c2ccc(Cl)cc2)CCC1 (stereo not given) | 18.4µM*
O=C(NCc1cccc(C(F)(F)F)c1)c1csc([C@@H]2C[C@H](O)[C@@H](CO)O2)n1 | -13.1%
O=C(c1[nH]c(C(F)(F)F)nc1-c1ccccc1)N1CCCN(Cc2ccc(F)cc2)CC1 | 3.2%
COCCN(CCOC)Cc1cc(=O)oc2cc(OC)c(Cl)cc12 | 2.2%
Cc1ccc2nc(-c3cccc(Br)c3)c(Cc3ccccn3)n2c1 | 20.6µM*
O=C(CC1SCCNC1=O)NCc1ccccc1 (stereo not given) | -3.1%
O=C(c1ccco1)N1CCN(C2CN(Cc3ccc(F)cc3)S(=O)(=O)C2)CC1 (stereo not given) | -27.7%
COc1cccc2sc(=NC(=O)CS(=O)(=O)c3ccccc3)n(C)c12 | u
Cc1nnc(C(=O)NC(C)(C)c2nc(C(=O)NCc3ccc(F)cc3)c(O)c(=O)n2C)o1 | -17.6%
CC(C)(C)Cc1c(-c2ccc(C#N)cc2)nc2ccc(Cl)cn12 | u
Cc1ccc(S(=O)(=O)N(C)C[C@@H]2OCc3cn(nn3)CCCC(=O)N([C@@H](C)CO)C[C@H]2C)cc1 | -0.1%
COc1cccc(CNC(=O)c2cc3c(c(-c4cccc(-c5cccc(C#N)c5)c4)n2)[C@H](CCO)N(S(=O)C(C)(C)C)C3)c1 (stereo not given in full) | u
O=C(C(=O)N1CCN(c2ccccc2)CC1)c1ccc2c(c1)OCO2 | 1.7%
Cc1cc(C)n(-c2cccc(C(=O)NCC3Cc4cccc(-c5ccccn5)c4O3)c2)n1 (stereo not given) | u
COc1ccc(Cl)cc1-c1cc(C(=O)NCc2cccc(C(F)(F)F)c2)[nH]n1 | 7.31µM*
CCNC(=O)C1CCCN(C(=O)c2cccc3ccccc23)CC1 (stereo not given) | -38.1%
COc1cc2c(cc1O)C(CSC)Cc1cc3c(cc1N(C)CC2)OCO3 (stereo not given) | u
C[C@H]1CN([C@@H](C)CO)C(=O)CCCn2cc(nn2)CO[C@@H]1CN(C)S(=O)(=O)c1cccc(C#N)c1 | 24.7%
COCCNC(=O)C1(C)CCN(C(=O)c2sc(-c3ccccc3)nc2C)C1 (stereo not given) | -6.3%
O=C(NCCN1CCC(n2c(=O)[nH]c3ccccc32)CC1)c1ccncc1 | -48.0%
CCc1nc2c(OCCC3CCCCC3)cccn2c1N(C=O)Cc1ccccc1 | 16.4µM*
CCCc1cc(CCC)n2nc(N)nc2n1 | 0.5%
Nc1ncnc2c1ccn2[C@H]1CN(Cc2ccc(Cl)cc2)C[C@@H](CO)O1 | 16.4µM*
COc1cccc(C(=O)NCC2Cc3c(F)ccc(-c4ncccn4)c3O2)c1OC (stereo not given) | -7.0%[9.04 µM]
Cc1cc2c(cc1C)-n1nnnc1C(N(C)Cc1ccccc1)C(=O)N2 (stereo not given) | 20.6µM*
COc1cc(OC)cc(-c2c(Sc3ccccc3)c3cc(-c4ccc(SC)cc4)ccc3n2C)c1 | -11.8%
CCCNC(=O)C1(C)CCN(C(=O)c2cccc(C#N)c2)C1 (stereo not given) | -2.0%
CC(C)C[C@@H]1CN(CCCC[C@H]2CNC(=O)C(=O)N2CCC2CCCCC2)C(=O)C(=O)N1Cc1ccccc1 | 3.3%
CCOC(=O)C(C#N)=C1CCC=C(C)C1 | -3.8%
CC1(C)CC2(C)CC(=O)C1C(C(=O)O)C2C(=O)O (stereo not given) | 15.5%
CC1(C(=O)NS(=O)(=O)c2cccc(Cl)c2)CCN1C(=O)Cc1ccc(-c2ccccc2)cc1 (stereo not given) | -23.2%
CCOC(=O)[C@]12CCCC=C1N(Cc1cccc3ccccc13)C(=O)[C@H](CC(=O)N1CCC(c3ccccc3)CC1)C2 | u
O=C(NCCN1Cc2ccccc2OC(c2ccccc2F)C1)c1cncs1 (stereo not given) | -2.4%[9.04 µM]
O=C1NN(CCO)C(=S)Nc2ccccc21 | 0.4%
O=C1c2ccccc2C2N1CCCN2C(=O)c1sc2ccccc2c1Cl (stereo not given) | 18.4µM*
CCCCNC(=O)c1nc(C2CCN(S(=O)(=O)c3ccc(F)c(F)c3)CC2)oc1-c1cccc(C(F)(F)F)c1 | 1.6%
COc1cc(OC)c(OC)cc1CN1CCCC(n2cc(C(=O)N3CCCCC3)nn2)C1 (stereo not given) | 18.6%[9.04 µM]
COc1ccc(C(NC(=O)C2CCN(CCCOc3ccccc3)CC2)c2cccs2)cc1 (stereo not given) | u
COc1ccc(CN2C(=O)C(CC(=O)NCc3ccco3)CC(C(=O)N(C)C)=C2C)cc1 (stereo not given) | -12.3%
COc1cccc(CN2CCOc3ccc(C(O)c4cccnc4)cc3C2)c1 (stereo not given) | -0.7%[9.04 µM]
O=C(C[C@H]1CC[C@@H](NC(=O)c2ccncc2)[C@@H](CO)O1)NCC1CC1 | 17.7%
O=C([C@@H]1C[C@@H](Sc2nc3ccccc3[nH]2)CN1Cc1c(F)cccc1F)N1CCOCC1 | -13.0%
CCN(CC(=O)Nc1ccc(NC(C)=O)cc1)C(=O)C1(c2ccc(Cl)cc2)CCC1 | 4.4%
CCCCCC(=O)N1C[C@H](n2cc(-c3ccc(F)cc3)nn2)[C@@H](O)C[C@@H]1c1ccc(Cl)cc1 | u
Nc1c(CC(=O)O)cccc1C(=O)c1ccc(Br)cc1 | 12.6%
CC1Cc2[nH]c(=S)[nH]c(=O)c2C(C(C)C)O1 (stereo not given) | -29.1%
C[C@H](CO)N1C[C@H](C)[C@@H](CN(C)Cc2ccc(Oc3ccccc3)cc2)Oc2cc(Br)ccc2S1(=O)=O | 23.1µM*
COc1ccccc1Cc1c(-c2cccc(Cl)c2)nc2ccc(Br)cn12 | 23.1µM*
COc1ccc(C(=O)N2CCOC2CNC(=O)C(=O)NCc2ccc(C)cc2)cc1 (stereo not given) | -24.5%
Nc1[nH]c(C(=O)c2ccccc2)c(-c2ccc(Cl)cc2)c1C(=O)NCc1ccco1 | -2.7%
COc1ccc([C@H]2C[C@@H](O)[C@H](n3cc(C4CC4)nn3)CN2CC2CCCCC2)cc1 | -18.0%
Cc1cc2c(c(-c3ccc(Cl)cc3)c1)OC(CNC(=O)Cc1c(C)noc1C)C2 (stereo not given) | -0.4%[9.04 µM]
Cc1nc(C(F)(F)F)ccc1C(=O)N1CCC1(C)C(=O)NS(=O)(=O)c1cccc(F)c1 (stereo not given) | -7.1%
O=C(NCc1ccc(F)cc1)c1cc(C2CCCN(C(=O)c3ccccn3)C2)on1 (stereo not given) | -21.2%
Cc1ccn2c(Cc3ccccc3)c(-c3ccccc3)nc2c1 | 18.4µM*

(continued)
SMILES | TDP1 cell CPT
Cn1cc(-c2csc(C(C)(O)c3cccc(F)c3)n2)cn1 (stereo not given) | -9.1%
Cc1noc(C)c1C(=O)N1CCC1(C)C(=O)NS(=O)(=O)c1ccc(Br)cc1 (stereo not given) | 2.5%
Cc1ccc(F)cc1NC(=O)COC(=O)C1CC2CCCC(C1)C2=O (stereo not given) | -9.1%
C[C@@H]1CN([C@@H](C)CO)C(=O)CCCn2nncc2CO[C@H]1CN(C)Cc1cccc(C(F)(F)F)c1 | 1.2%
C[C@@H](c1ccccc1)N1C[C@H](COCc2ccccc2)Oc2cc(N3CC[C@@H](O)C3)ccc2S1(=O)=O | u
O=C1Cc2cccc(=O)c(O)c2C(=O)O1 | 3.7%
Cc1nnc(NCC=Cc2ccccc2)s1 | -0.5%
COc1cccc(C(C)(O)c2nc(-c3ccc(OC)nc3)cs2)c1 (stereo not given) | u
C[C@@H]1CN([C@H](C)CO)C(=O)CCCn2nncc2CO[C@H]1CN(C)S(=O)(=O)c1ccc(F)cc1 | -28.0%
COC(=O)C[C@@H]1OC[C@H](CO)N1S(=O)(=O)c1ccc(C)cc1 | 4.6%
CC1(C(=O)Nc2ccc3c(c2)OCCO3)CSCC(=O)N1C1CC1 (stereo not given) | 18.0%
O=C(Nc1ccccc1)c1cc(C2COCCN2C(=O)CCCc2ccccc2)on1 (stereo not given) | u
C/C=C/c1cccc(-c2nc(C(=O)N3CCOCC3)cc3c2[C@H](CCO)N(C(=O)NC(C)C)C3)c1 | -14.7%
COc1cc(-c2ccc(C)cc2)cc2c1OCCN(C(=O)CCn1ccc(C)n1)C2 | -0.5%[9.04 µM]
C[C@H](CO)N1C[C@H](C)[C@@H](CN(C)S(=O)(=O)c2ccc(C#N)cc2)OCc2cn(nn2)CCCC1=O | 6.2%
CCCNC(=O)c1cc(C2CCCCN2C(=O)c2cc(F)ccc2C)on1 (stereo not given) | -27.7%
CC(=O)N1CCN(C(C(=O)Nc2c(C)cccc2C)c2cccc(F)c2)CC1 (stereo not given) | 1.5%
CNc1ccc(-c2cc(OC)ccc2OC)cn1 | -15.0%
O=C(OCc1cn([C@H]2C[C@H](c3ccc(Cl)cc3)N(Cc3cccs3)C[C@@H]2O)nn1)c1ccccc1 | u
FC(F)(F)c1ccccc1Cc1c(-c2ccco2)nc2ccc(Br)cn12 | u
COc1cc(/C=C/C(=O)OCC(=O)c2ccc[nH]2)ccc1O | -6.7%
C=CCn1c2c(c3ccccc31)CCC2 | u
COc1ccc(NC(=O)C2(C)CCN2CCc2ccccc2)cc1OC (stereo not given) | u
C[C@H](CO)N1C[C@H](C)[C@H](CN(C)S(=O)(=O)c2ccc(F)cc2)OCc2cnnn2CCCC1=O | 15.2%

Reprinted from the results shown for reference:
SMILES | TDP1 cell CPT
FC(F)(F)c1ccccc1Cc1c(-c2ccco2)nc2ccc(Br)cn12 | u
COc1cc(/C=C/C(=O)OCC(=O)c2ccc[nH]2)ccc1O | -6.7%
C=CCn1c2c(c3ccccc31)CCC2 | u
COc1ccc(NC(=O)C2(C)CCN2CCc2ccccc2)cc1OC (stereo not given) | u
C[C@H](CO)N1C[C@H](C)[C@H](CN(C)S(=O)(=O)c2ccc(F)cc2)OCc2cnnn2CCCC1=O | 15.2%

(continued)
SMILES | TDP1 cell CPT
O=S(=O)(c1ccc(F)c(F)c1)N1CCCCCCC1 | -26.0%
COc1ccccc1NC(=O)Nc1nc(C(N)C2CCCCC2)cs1 (stereo not given) | 23.1µM*
CC1(C(=O)NCc2ccccc2Br)CCN1C(=O)CCc1ccc(Cl)cc1Cl (stereo not given) | u
CC1Cc2ccccc2N1CC(=O)Nc1cc(S(=O)(=O)N2CCOCC2)ccc1Cl (stereo not given) | u
O=C(Nc1cccc(Oc2ccccc2)c1)C1Cc2c(-c3ccc4c(c3)OCO4)ccnc2O1 (stereo not given) | u
Nc1sc(-c2ccccc2)cc1C(=O)N1CCN(c2ccccc2)CC1 | u
Cc1ccc2nc(N(CCN(C)C)C(=O)C3CCN(S(=O)(=O)c4cccs4)CC3)sc2c1 | -17.6%
Nc1nc(N)c2cc(Sc3cccc(C(F)(F)F)c3)ccc2n1 | 9.2µM*
Cc1ccc(-c2nc3ccc(Br)cn3c2Cc2cccc(Cl)c2)cc1 | 14.6µM*
CC(C)[C@H](CO)NC(=O)[C@H]1O[C@@H](n2ccc(=O)[nH]c2=O)[C@H](O)[C@@H]1O | -25.4%
CCc1ccc([C@H]2C[C@H]3[C@H]4C(=O)N(c5ccccc5)C(=O)[C@H]4CC(=O)[C@@H]3CN2S(=O)(=O)c2ccc(C)cc2)cc1 | -1.6%
Cc1ccc(C(=O)Nc2cccnc2)cc1C | -0.2%
CCC1NC(=O)c2cc3ccccc3cc2-n2c1nc1cc(F)ccc1c2=O (stereo not given) | -1.3%
Oc1ccc(O)c(C=NNC(=S)NC2CC3CC2C2C=CCC32)c1 (stereo not given) | 18.4µM*
Cc1ccc(S(=O)(=O)N(C)[C@H]2C[C@H]3c4[nH]c5ccccc5c4CCN3C[C@H]2[C@H](C)O)cc1 | 20.6µM*
